# GPR55 LPI antagonism – GPR55 antagonists blocking LPI-driven arrestin recruitment, primary screen, imaging, U2OS, beta-arrestin-GFP, LPI agonist (AID 2013); U2OS GPR55 beta-arrestin-GFP translocation imaging, LPI antagonism; higher % means a stronger effect; inhibition, % at 10 µM, or IC50 in µM where a hit was titrated; 290,000 compounds, 0.13% hits;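 active means spots per cell inhibited over 60%, with over 100 cells counted and total cytoplasm intensity under 500,000; inconclusive means wells with under 100 cells, flagged as likely toxic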;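 further: U2OS cells stably carrying GPR55 and arrestin-GFP stimulated by 5 µM LPI near EC80; imaged beta-arrestin-GFP aggregate spots per cell after agonist stimulation; plate controls were LPI-stimulated DMSO wells for no effect and DMSO wells without LPI for full effect; some results filed as inactive read as strong as hits; confirmed hits need IC50 under 10 µM and bright autofluorescent wells are also inconclusive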
# KOR beta-arrestin-1 – kappa opioid receptor blockers – cell-based, luminescence, uHTS (AID 1778). KOR beta-arrestin recruitment, luminescence, antagonist mode; higher % means a stronger effect. 290,000 compounds, 0.091% hits. one-dose inhibition, % at 10 µM; IC50 in µM for titrated hits; further: strong numbers were not always called active
# NTR1 agonist – agonists of NTR1, primary screen, imaging, U2OS cells, beta-arrestin-GFP, high content (AID 493036). P30989. NTR1-U2OS beta-arrestin-GFP spot imaging, agonist mode. activation, % at 20 µM. 330,000 compounds, 0.17% hits;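 active means activation at or above 40% of the spot to cytoplasm intensity ratio, with at least 20 cells analyzed; inconclusive means wells under 20 cells, flagged as cytotoxic or low count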;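 further: 0% = DMSO without peptide and 100% = 100 nM NTR1 peptide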
# Target sequence (P30989 whole entry, looked up): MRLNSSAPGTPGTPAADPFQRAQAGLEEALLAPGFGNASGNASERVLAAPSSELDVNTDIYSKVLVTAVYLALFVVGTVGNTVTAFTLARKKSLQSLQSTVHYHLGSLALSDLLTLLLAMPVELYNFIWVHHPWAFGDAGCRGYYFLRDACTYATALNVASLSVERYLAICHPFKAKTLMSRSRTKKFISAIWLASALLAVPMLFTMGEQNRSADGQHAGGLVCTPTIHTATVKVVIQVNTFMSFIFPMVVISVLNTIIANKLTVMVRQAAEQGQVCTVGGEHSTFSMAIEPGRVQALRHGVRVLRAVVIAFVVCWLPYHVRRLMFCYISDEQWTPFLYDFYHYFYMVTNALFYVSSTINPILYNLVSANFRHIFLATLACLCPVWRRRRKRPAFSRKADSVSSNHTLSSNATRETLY
# Myeloid diff 2 – promotes myeloid progenitor differentiation | AID 624256 | ER-HoxA9 myeloid progenitors, lysozyme-GFP differentiation, flow cytometry | calls only at 10 µM | 360,000 compounds, 1% hits;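 active means normalized GFP-positive differentiation at or above the plate's own cutoff, the solvent-only control mean plus 3 SD; inconclusive means no clear call, values can overlap the other calls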;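 further: cells exposed to compound for four days before flow analysis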
# NOD1 NF-kB reporter – NOD1 signaling inhibitors, primary screen, cell-based, luminescence, uHTS (AID 1578); 290,000 compounds, 1% hits; inhibition, % at 4 µM; hits with a dose series show EC50 in µM; NOD1-driven NF-kB luciferase reporter cells, luminescence; higher % means a stronger effect; in the data active means inhibition mostly above about 36%, no sharp cut-off; inactive means mostly below about 34%;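 further: HEK-293T reporter cells stimulated with the NOD1 agonist gamma-tri-DAP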
# T cell modulator – modulates CD8 T cell binding to vesicles. 330,000 compounds, 0.068% hits. 2C CD8+ T cell-vesicle binding, flow cytometry; stronger effect = lower value. calls only at 7 µM. AID 2052;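 active means response, share of CD8 T cells binding vesicles, and their 90th percentile fluorescence all below set limits, cut at about 80% in these data, passing the limit was not always enough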
#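 Material: murine 2C transgenic CD8+ T lymphocytes / Also added: QL9-peptide-loaded Drosophila micro-vesicles bearing Ld, ICAM-1 and B7-1 / Schedule: binding step 1.5 h, 37 °C, antibody labelling 20 min, ice / Signal: flow cytometry, PE anti-B7-1 (FL2) versus Alexa647 anti-CD8 (FL8), PFA-fixed / Evaluation: percent CD8+ FL2 mean versus row control / Benchmarks: naked versus QL9-loaded vesicles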
# KOR beta-arrestin-2 – kappa opioid receptor activators – cell-based, luminescence, uHTS, primary screen (AID 1777) | KOR beta-arrestin recruitment, luminescence; higher % means a stronger effect | one-dose activation, % at 10 µM; EC50 in µM for titrated hits | 280,000 compounds, 0.02% hits; in the data active means activation above about 50%, passing the limit was not always enough; further: a part of the inactive calls stands beside numbers as strong as those of hits
# GPR55 activation – GPR55 agonists via beta-arrestin recruitment, primary screen, imaging, U2OS cells, beta-arrestin-GFP redistribution (AID 1961). one-dose activation, % at 10 µM; EC50 in µM for titrated hits. 290,000 compounds, 0.048% hits. U2OS GPR55 beta-arrestin-GFP redistribution imaging; higher % means a stronger effect;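 active means activation above 40% with more than 50 cells counted in the well; inconclusive means wells holding fewer than 50 cells, flagged as toxic or sparse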;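 further: U2OS osteosarcoma cells stably expressing GPR55 and beta-arrestin-GFP; plate controls were DMSO negative control for no effect and LPI positive control for full effect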
# HEK293 NOD2/NF-kB – NOD2 signaling inhibitors, cell-based, luminescence, uHTS, HEK293 (AID 1566); 290,000 compounds, 0.63% hits; one-dose inhibition, % at 4 µM; EC50 in µM for titrated hits; HEK293 NOD2/NF-kB luciferase reporter, luminescence; higher % means a stronger effect; further: many of its hits are not listed in these tables
# T cell modulator vesicle-bound % – further read-out of T cell modulator, marked with its call; double positive events, %; measured here: CD8+ vesicle-bound cell fraction;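 binding gate set so that unloaded-vesicle control wells show 10% double positive cells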
# NTR1 agonist cell count 20 µM – second read-out of NTR1 agonist, no call of its own (marks repeat the call); cell count; measured here: cell count, cytotoxicity flag
# Myeloid diff 2 GFP+ MAC1+ % – further read-out of Myeloid diff 2, marked with its call; GFP+ MAC1+ double positive, %; measured here: differentiation confirmed by MAC1 staining
# Numbers without * were called inactive; i = inactive; ? = inconclusive; · = no result given; [ ] = dose if it differs, or a comment. Unless noted, no stated cut-off is given here; in the data, active means inhibition above about 50%; inactive means the rest. This is a subset; the hit share may differ from the screen's.
SMILES,GPR55 LPI antagonism,KOR beta-arrestin-1,NTR1 agonist,NTR1 agonist cell count 20 µM,Myeloid diff 2,Myeloid diff 2 GFP+ MAC1+ %,NOD1 NF-kB reporter,T cell modulator,T cell modulator vesicle-bound %,KOR beta-arrestin-2,GPR55 activation,HEK293 NOD2/NF-kB
Cc1cc2cc(CNC(=O)NC3CCCCC3)ccc2n1C,-1%,6%,-1.7,51,i,1.7,-24%,i,38,0.3%,-0.3%,10%
COc1ccccc1C(=O)Nc1ccc2c(C)cc(=O)oc2c1,-15%,-19%,-0.7,81,i,0.4,-12%,i,22,6.1%,-0.1%,-77%
CCOc1ccc(/C=N/NC(=O)C2CC2)cc1OC,11%,15%,0.9,64,i,0.9,-21%,i,18,-4.8%,1.0%,9%
CCCCOc1cccc(C(=O)Nc2ccc(NC(=O)c3cccs3)cc2)c1,-8%,-81%,-1.2,63,i,0.4,-36%,i,17,0.7%,0.4%,3%
NC(=O)CSC1=Nc2ccccc2C2=NC(CCC(=O)NCc3ccc(F)cc3)C(=O)N12 (stereo unspecified),5%,-4%,-1.3,87,i,0.8,-4%,i,40,-1.1%,-0.1%,9%
CC1CC(C)CN(CCCNC(=O)c2csc3c2CCCC3)C1 (stereo unspecified),22%,25%,2.2,87,i,1.2,-18%,i,21,-5.1%,-0.1%,-8%
Cc1cc(C)c(NS(=O)(=O)c2ccc3c(c2)NC(=O)C(C)C(=O)N3)c(C)c1 (stereo unspecified),10%,-2%[20 µM],6.3,60,i,5.3,2%,i,34,1.2%,-0.1%,21%
CCCSc1nsc(SCCC)c1C(N)=O,2%,7%,0.5,49,i,0.4,-19%,i,47,·,-1.0%,-5%
COc1cccc(CNC(=O)c2ccc(N3CCOCC3)c([N+](=O)[O-])c2)c1,-6%,8%,0.5,52,i,0.6,-32%,i,45,-4.4%,0.0%,2%
COc1ccc(-c2csc(NC(=O)c3ccc(OCC(=O)N4CCOCC4)c(OC)c3)n2)cc1OC,-5%,-17%,26,78,i,0.6,33%,i,49,1.8%,-0.1%,-13%
Nc1c(C(=O)NCC2CCCO2)sc(=S)n1-c1ccccc1 (stereo unspecified),-2%,28%,0.5,57,i,1.8,-18%,i,55,-3.6%,-0.2%,13%
CCN(CC)C(NC(=O)Cc1ccccc1)C(Cl)(Cl)Cl (stereo unspecified),14%,28%,-0.8,77,i,0.4,6%,i,41,-2.4%,-0.1%,6%
COc1ccc(NC(=O)CSc2nnc(Cc3cccn3C)n2CCc2ccccc2)c(OC)c1,1%,15%,-3.6,111,i,5.3,14%,i,12,6.7%,0.2%,13%
Cc1cccc(-c2nnc(SCC#N)n2-c2ccccc2)c1,-29%,-16%,0.8,87,i,0.4,6%,i,37,-0.9%,0.2%,15%
CCc1ccc(NC(=O)N2CCN(c3ccccc3)CC2)cc1,0%,9%,1.3,60,i,0.0,-43%,i,39,-5.0%,0.1%,-17%
Cc1ccc(CNC(=O)COc2ccccc2-c2ccccc2)cc1,7%,·,19,60,i,0.1,-14%,i,41,2.9%,-0.4%,7%
O=C(NCc1ccc(Cl)cc1)c1ccc(CSc2nc3ccncc3[nH]2)cc1,-1%,3%,3.9,61,i,0.8,2%,i,34,4.5%,-0.1%,2%
COc1ccc(-c2n[nH]c(C)c2-c2cc(OC)ccc2O)cc1,0%,-35%,1.9,81,i,0.7,-8%,i,15,2.9%,0.0%,4%
Cc1cc(Oc2cnn(C(C)(C)C)c(=O)c2Cl)cc(C(C)C)c1,20%,-33%,11,89,i,0.5,8%,i,30,-0.6%,0.3%,0%
C=CCn1cnc2c(c1=O)c1nc3ccccc3nc1n2/N=C/c1ccccn1,6%,-14%,·,·,?,·,-9%,·,·,-10%,-0.2%,16%
O=C(Cc1ccccc1)Nc1ccc(N2CCCCC2)cc1,7%,7%,2.3,80,i,0.5,-34%,i,33,-3.2%,0.3%,-79%
C=CCOC(=O)C1=C(C)OC(N)=C(C#N)C1c1ccc(OC)c(CSc2ccccn2)c1 (stereo unspecified),6%,17%,0.4,74,i,0.3,-7%,i,47,-1.4%,0.5%,8%
COc1cc(OC)c2c(=O)c(OC)c(-c3ccc(OC)c(OC)c3)oc2c1,-7%,8%,-1.6,95,i,5.6,-13%,i,26,-2.1%,0.1%,10%
COc1ccc(-c2noc(C3CCCN(C(=O)Nc4ccccc4F)C3)n2)cc1 (stereo unspecified),-2%,-28%,1.8,39,i,0.6,-36%,i,18,-0.6%,-0.1%,-6%
O=C(OCC(O)C(O)COC(=O)c1ccccc1)c1ccccc1 (stereo unspecified),9%,-13%,0.0,68,i,1.2,-32%,i,38,-2.2%,0.3%,11%
S=c1[nH]nc(COc2ccccc2)n1Cc1ccccc1,8%,9%,0.9,66,i,0.4,10%,i,43,3.9%,0.5%,8%
CCc1nc2ccccc2c(C(=O)OCC(=O)NC(=O)c2cccn2C)c1C,1%,-17%,9.4,49,i,0.2,-10%,i,13,4.9%,-0.1%,10%
CC[C@H]1OC(=O)[C@H](C)[C@@H](O[C@H]2C[C@@](C)(OC)[C@@H](O)[C@H](C)O2)[C@H](C)[C@@H](O[C@@H]2O[C@H](C)C[C@H](N(C)C)[C@H]2O)[C@](C)(OC)C[C@@H](C)C(=O)[C@H](C)[C@@H](O)[C@]1(C)O,9%,-10%,-1.3,57,i,3.5,4%,i,24,0.3%,0.3%,15%
CCCNC(=O)C(=O)N/N=C/c1cccs1,5%,17%,3.4,60,i,0.2,-29%,i,49,-2.7%,0.1%,1%
COc1ccc(/C=C/C(=O)N[C@H](C(=O)O)C(C)C)cc1,3%,-5%,0.2,47,i,0.6,-25%,i,35,1.7%,0.0%,-10%
CCOC(=O)c1sc(NC(=O)CSc2ccccn2)c(C#N)c1C,6%,-7%,0.2,50,i,2.2,7%,i,14,9.8%,-0.1%,6%
Cc1csc2c(N3CCN(C(=O)Nc4ccccc4)CC3)ncnc12,-2%,24%,2.0,35,i,1.0,7%,i,16,3.4%,0.0%,34%
CCCn1c(C)cc(C(=O)COC(=O)c2ccc[nH]c2=O)c1C,16%,29%,-0.1,56,i,0.2,42%,i,28,-3.9%,0.2%,10%
COc1ccc(-n2ncc3c(NCc4ccco4)ncnc32)cc1,6%,-6%,2.1,85,i,2.8,-83%,i,44,0.4%,0.1%,2%
COc1cccc(C(=O)NC(C)c2cccc3ccccc23)c1OC (stereo unspecified),12%,-38%,-0.1,55,i,1.2,-28%,i,51,-6.9%,-0.2%,2%
CC(C(=O)O)N1c2cccc3cccc(c23)S1(=O)=O (stereo unspecified),-14%,-5%,-0.4,63,i,1.1,60%,i,13,-0.4%,-0.2%,9%
CCC(Oc1ccccc1)C(=O)N1CCN(c2ccccn2)CC1 (stereo unspecified),2%,9%,1.9,43,i,1.4,-24%,i,18,0.6%,-0.1%,-9%
CN(CC(=O)Nc1ccc(N2CCOCC2)cc1)CC(=O)Nc1ccccc1[N+](=O)[O-],-7%,0%,0.6,53,i,0.4,-15%,i,6,2.0%,0.6%,5%
O=C(/C=C/c1ccccc1)Nn1cnc2ccccc2c1=O,1%,14%,-1.8,88,i,0.2,11%,i,17,-0.2%,-0.2%,-3%
Cc1ccc(C)c(/C(O)=C2\C(=O)C(=O)N(Cc3cccnc3)C2c2cccnc2)c1 (stereo unspecified),10%,18%,-1.0,79,i,1.4,8%,i,17,2.0%,-0.2%,15%
CCOC(=O)/C(C#N)=C/Nc1ccccc1OC,16%,18%,-1.0,79,i,2.4,-88%,i,36,-0.5%,-0.1%,-58%
COC(=O)CSc1ncnc2c1cnn2Cc1ccccc1,-4%,6%,0.1,48,i,0.8,14%,i,49,5.8%,-0.1%,24%
COc1ccc(CCN2C(=O)c3[nH]nc(-c4ccccc4O)c3C2c2ccccc2)cc1OC (stereo unspecified),2%,9%,5.8,90,i,1.4,43%,i,38,8.9%,-0.3%,10%
CCOC(=O)N1CCN(c2c(N3CCc4ccccc43)c(=O)c2=O)CC1,-12%,-35%,-0.9,44,i,3.9,5%,i,4,7.2%,-0.1%,0%
COCCn1c(SCCN2CCCCC2)nc2ccccc2c1=O,2%,-44%,1.9,78,i,0.5,-12%,i,18,3.0%,-0.1%,-17%
COc1cc(CN2CCN(S(=O)(=O)c3ccc(F)cc3)CC2)cc(OC)c1OC,12%,-1%,0.5,55,i,5.3,-13%,i,30,3.2%,-0.3%,-6%
Cc1onc(-c2ccccc2)c1C(=O)NCCc1c[nH]c2ccccc12,-2%,-7%,0.1,70,i,1.2,-6%,i,33,12%,-0.1%,7%
Cc1cc(NC(=O)CSc2nc3c(c(=O)n2Cc2ccccc2)SC(C)C3)no1 (stereo unspecified),7%,14%,-1.7,46,i,2.0,8%,i,55,-3.2%,-0.1%,-12%
O=C(NC1CCCC1)C1CCCN(C(=O)Nc2ccccc2)C1 (stereo unspecified),9%,-2%,-0.6,47,i,0.9,-42%,i,42,-2.8%,0.2%,-12%
O=C(CSc1nncn1-c1ccccc1)c1c[nH]c2ccccc12,10%,-51%[20 µM],-0.6,40,i,0.5,-8%,i,54,-0.8%,-0.1%,23%
CCSc1cc(N2CC(C)OC(C)C2)nc(-c2ccccc2Cl)n1 (stereo unspecified),13%,-12%,5.1,40,i,0.8,14%,i,37,1.2%,-0.1%,20%

# Sorted by value in HEK293 NOD2/NF-kB (largest number first): three from the list above.
molecule	HEK293 NOD2/NF-kB
O=C(CSc1nncn1-c1ccccc1)c1c[nH]c2ccccc12	23%
Cc1onc(-c2ccccc2)c1C(=O)NCCc1c[nH]c2ccccc12	7%
O=C(NC1CCCC1)C1CCCN(C(=O)Nc2ccccc2)C1 (stereo unspecified)	-12%

# Source: PubChem
